Screening data from PubChem BioAssay.
CBFb-RUNX1 inh = qHTS Assay for Compounds Blocking the Interaction Between CBF-beta and RUNX1 for the Treatment of Acute Myeloid Leukemia | Runt-related transcription factor 1 (Homo sapiens) + Core-binding factor subunit beta … | AlphaScreen CBFb-His/RUNX1-biotin binding, biochemical | Potency, µM (top dose mostly 59.8 µM), inactives show at the highest dose activity, negative = inhibition, actives largely listed as inhibitors | 230,000 tested, under 10 active | AID 1477, 2009; further: % of control where 0% means no effect
Target sequence (Q01196 whole entry, looked up): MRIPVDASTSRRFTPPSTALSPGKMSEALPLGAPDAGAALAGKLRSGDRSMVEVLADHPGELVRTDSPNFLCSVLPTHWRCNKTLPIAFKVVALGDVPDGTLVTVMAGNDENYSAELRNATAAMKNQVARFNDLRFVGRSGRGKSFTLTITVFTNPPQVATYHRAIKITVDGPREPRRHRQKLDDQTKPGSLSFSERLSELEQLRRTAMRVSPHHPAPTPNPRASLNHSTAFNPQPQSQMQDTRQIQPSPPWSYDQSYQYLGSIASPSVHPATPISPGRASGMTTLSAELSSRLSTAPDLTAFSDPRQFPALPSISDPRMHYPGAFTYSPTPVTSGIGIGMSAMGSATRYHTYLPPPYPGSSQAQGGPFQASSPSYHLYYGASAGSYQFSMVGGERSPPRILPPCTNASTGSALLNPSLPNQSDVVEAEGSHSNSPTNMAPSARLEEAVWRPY
Target sequence (Q13951 whole entry, looked up): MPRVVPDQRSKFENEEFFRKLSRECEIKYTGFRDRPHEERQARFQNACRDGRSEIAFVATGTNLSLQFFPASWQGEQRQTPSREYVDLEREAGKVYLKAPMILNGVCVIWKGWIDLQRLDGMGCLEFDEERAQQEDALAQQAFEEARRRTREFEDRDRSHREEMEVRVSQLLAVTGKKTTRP
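Proteins preincubated together for 20 min at RT before compound addition; 15 min later, nickel and streptavidin beads were added and left 90 min prior to AlphaScreen measurement.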
TRb-SRC2 inh = qHTS for Inhibitors of the Interaction of Thyroid Hormone Receptor and Steroid Receptor Coregulator 2; TRbeta-SRC2 peptide binding, fluorescence polarization; receptor liganded with 1 µM T3; Potency, µM (titrated, usually from 106 µM), without a hit: at the top dose activity change, negative = inhibition, actives largely listed as inhibitors; 280,000 tested, 0.065% active; AID 1469, 2008;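 further: potency means the concentration at half of the fitted maximal effect; plate controls were bound peptide for no effect and peptide without receptor for full effect; nearly all actives have a fitted effect of over 50% in size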
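Polarization signal, normalized between peptide-alone and full complex controls, measured compound effects on T3-liganded human TRb LBD (0.6 uM) binding 20 nM Texas Red SRC2 peptide after 5 hr.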
Tau fluor counter = Counterscreen qHTS for Inhibitors of Tau Fibril Formation, Fluorescence Polarization; Potency, µM (doses to about 57.7 µM), without a hit: top-dose activity change, negative = decrease; tau K18 P301L Alexa594 fluorescence, heparin fibrillization; AID 1463, 2008; 280,000 tested, 0.93% active; further: potency means the concentration at half of the fitted maximal effect; on the % scale 0 is the no-effect control and ±100 the full control effect; nearly all actives have a fitted effect of over 55% in size
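Human tau K18 P301L (15 uM unlabeled, 0.24 uM Alexa 594-labeled) in 100 mM sodium acetate pH 7 with 20 uM heparin, 6 hr at 37 C. ThT 30 uM added, 1 hr ambient; Alexa 594 FP and total fluorescence read at 555/632 nm.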
Tau FP inhib = qHTS for Inhibitors of Tau Fibril Formation, Fluorescence Polarization; Microtubule-associated protein tau (Homo sapiens), P10636; Potency, µM (series often up to 57.7 µM), for the others: at the top dose activity, negative = inhibition, usual class: inhibitors; K18 P301L tau heparin fibrillization, Alexa594 FP, 6 h; AID 1468, 2008; 280,000 tested, 0.39% active; further: potency means the concentration at half of the fitted maximal effect; on the % scale 0 is the no-effect control and ±100 the full control effect; nearly all actives have a fitted effect of over 55% in size
Target sequence (P10636 561-689 P618L limits assumed): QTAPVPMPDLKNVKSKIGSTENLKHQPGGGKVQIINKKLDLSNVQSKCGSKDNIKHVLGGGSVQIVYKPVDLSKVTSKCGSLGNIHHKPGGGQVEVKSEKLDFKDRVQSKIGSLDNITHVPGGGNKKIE
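Recombinant K18 P301L […], labeled with Alexa 594 at 0.24 uM over 15 uM unlabeled; heparin inducer 20 uM final; 37 C, 6 hr; FP endpoint.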
Epigenetic reg = Quantitative High-Throughput Screen for Regulators of Epigenetic Control; murine LDR cells, GFP reporter derepression, 30 h; Potency, µM (titrated, usually from 53.9 µM), inactives show at the highest dose GFP activation, most hits filed as activators; 280,000 tested, 0.2% active; AID 1865, 2009; further: potency means the concentration at half of the fitted maximal effect; % of control where 0% means no effect; nearly all actives have a fitted effect of over 60% in size
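Murine LDR cells carrying a silenced, genomically integrated CMV-driven GFP reporter were exposed to compound for 30 hours at 37 C. After PBS washes, GFP-positive cells (20–120 um objects) were counted by laser-scanning microplate cytometry.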
TexasRed fluor = Total Fluorescence Counterscreen for Inhibitors of the Interaction of Thyroid Hormone Receptor and Steroid Receptor Coregulator 2; TRb/SRC2 Texas Red total fluorescence interference; Potency, µM (titrated, usually from 106 µM), for inactives: top-dose fluorescence change, negative = quenching; 280,000 tested, 0.29% active; active means well fitted curve in either direction with a large enough effect; inconclusive means small, poorly fitted or top-dose-only effect; further: potency means the concentration at half of the fitted maximal effect; on the % scale 0 is the no-effect control and ±100 the full control effect
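Flags fluorescent or light-absorbing compounds by total fluorescence, S + 2P, at 555 nm excitation and 632 nm emission. Mixture: 20 nM Texas Red SRC2 peptide, 0.6 uM human TRb LBD, 1 uM T3, 5% DMSO; compound exposure 5 h at ambient temperature.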
NPSR antag = qHTS Assay for Antagonists of the Neuropeptide S Receptor: cAMP Signal Transduction | Q6W5P4 | CHO-NPSR cells, cAMP TR-FRET, antagonist mode | Potency, µM (doses to about 38.3 µM), for the others: top-dose activity change, negative = inhibition, most hits filed as inhibitors | 220,000 tested, 1% active; further: potency means the concentration at half of the fitted maximal effect; on the % scale 0 is the no-effect control and ±100 the full control effect; nearly all actives have a fitted effect of over 50% in size; many of its hits are not listed in these tables
aGal spleen mod = qHTS Assay for Inhibitors and Activators of Human alpha-Galactosidase From Spleen Homogenate | human spleen homogenate, 4MU-alpha-Gal fluorescence, 40 min | Alpha-galactosidase A (Homo sapiens), P06280 | 240,000 tested, 0.008% active | Potency, µM (series often up to 80 µM), inactives show at the top dose activity change, negative = inhibition, most hits filed as inhibitors;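 further: potency means the concentration at half of the fitted maximal effect; 0% = enzyme with vehicle and -100% = no enzyme basal signal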
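Fluorogenic readout (Ex 365/Em 440 nm) of 4-methylumbelliferone released from 1 mM 4-MU-alpha-galactoside by spleen homogenate, 40 min at 37C, pH 5.0. Data normalized to no-enzyme and enzyme controls; Hill-equation AC50 from compound titrations.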
Numbers without * were called inactive; [ ] = dose if it differs, or a comment. Unless noted, the call rests on the fitted dose curve; in most records, active means well fitted curve in the direction sought with a large enough effect; inconclusive means small, poorly fitted or top-dose-only effect, or another doubt; inactive means no such curve, though single readings can be large; an effect the other way counts as inactive or inconclusive. These rows are one share of the data (hit frequency here may not be typical).

What do the screens show for `CS(=O)(=O)c1ccc(-c2nnc(NC(=O)c3ccc4c(c3)OCCO4)o2)cc1`?
TRb-SRC2 inh: -7.5%; Tau fluor counter: 4.1%; Tau FP inhib: -4.6%; Epigenetic reg: 0.8%; TexasRed fluor: -2.4%

How did Cn1c(Cc2cccs2)nnc1SCC(=O)N1CCCc2ccccc21 do in these assays?
CBFb-RUNX1 inh: -0.5%; TRb-SRC2 inh: 5.8%; Tau fluor counter: -0.6%; Tau FP inhib: 11.0%; Epigenetic reg: 0.1%; TexasRed fluor: -4.1%; NPSR antag: -7.7%[46.1 µM]; aGal spleen mod: -4.0%

How did CCCCc1n(CC(=O)c2ccc(Cl)cc2)c2ccccc2[n+]1C do in these assays?
CBFb-RUNX1 inh: 1.3%; TRb-SRC2 inh: -1.4%; Tau fluor counter: -2.9%; Tau FP inhib: 5.2%; Epigenetic reg: -1.5%; TexasRed fluor: -0.5%; NPSR antag: 5.7%; aGal spleen mod: -5.0%

How did COc1cc(-c2nnc(-c3ccc(S(=O)(=O)c4ccccc4)cc3)o2)cc(OC)c1OC do in these assays?
CBFb-RUNX1 inh: 4.0%; TRb-SRC2 inh: 1.0%; Tau fluor counter: -14.6%; Tau FP inhib: 3.4%; Epigenetic reg: 0.0%; TexasRed fluor: -2.8%; NPSR antag: 2.3%[46.1 µM]; aGal spleen mod: 15.4%

How did CCCC[C@@H]1C[C@H]1C(NC(=O)c1ccco1)c1ccc(Cl)cc1 (stereo not given in full) do in these assays?
CBFb-RUNX1 inh: 29.6%; TRb-SRC2 inh: -3.4%; Tau fluor counter: -16.0%; Tau FP inhib: 5.6%; Epigenetic reg: 5.3%; TexasRed fluor: -2.3%; aGal spleen mod: 2.8%

Results for COc1cccc(CN2CCN(Cc3nc(C(C)C)cs3)CC2CCO)c1 (stereo not given) ?
CBFb-RUNX1 inh: 9.2%; TRb-SRC2 inh: -0.6%; Tau fluor counter: 4.9%; Tau FP inhib: 7.8%; Epigenetic reg: 1.7%; TexasRed fluor: -2.1%; NPSR antag: 9.7%; aGal spleen mod: 4.4%

What do the screens show for `CNC(=O)/C(C#N)=C/c1cccc(Oc2ccccc2)c1`?
CBFb-RUNX1 inh: -11.8%; TRb-SRC2 inh: -6.8%; Tau fluor counter: 3.8%; Tau FP inhib: 14.7%; Epigenetic reg: 6.1%; TexasRed fluor: -2.4%; NPSR antag: 2.3%; aGal spleen mod: -0.7%

Results for CN=C(NC(=O)Nc1c(C)cccc1C)NC(=O)Nc1c(C)cccc1C ?
CBFb-RUNX1 inh: -4.8%; TRb-SRC2 inh: 9.4%; Tau fluor counter: -5.7%; Tau FP inhib: -8.4%; Epigenetic reg: 0.0%; TexasRed fluor: -1.6%; NPSR antag: -3.8%; aGal spleen mod: 1.8%

Results for Cc1nn(-c2ccccc2)c2c1C(c1cccc([N+](=O)[O-])c1)N(c1ccccc1)C(=O)N2 (stereo not given) ?
CBFb-RUNX1 inh: 8.8%; TRb-SRC2 inh: -0.8%; Tau fluor counter: -27.0%; Tau FP inhib: -2.5%; Epigenetic reg: 6.0%; TexasRed fluor: 0.9%; NPSR antag: 1.9%; aGal spleen mod: 5.8%

How did COC(=O)/C(=C1/OC(=O)C(c2ccccc2)=C1O)c1ccccc1 do in these assays?
CBFb-RUNX1 inh: -2.2%; TRb-SRC2 inh: 8.9%; Tau fluor counter: -9.1%; Tau FP inhib: 0.4%; Epigenetic reg: 0.0%; TexasRed fluor: -2.2%; aGal spleen mod: -6.0%

An excerpt from above in order of length of the SMILES, smallest number first.
How did Cn1c(Cc2cccs2)nnc1SCC(=O)N1CCCc2ccccc21 do in these assays?
CBFb-RUNX1 inh: -0.5%; TRb-SRC2 inh: 5.8%; Tau fluor counter: -0.6%; Tau FP inhib: 11.0%; Epigenetic reg: 0.1%; TexasRed fluor: -4.1%; NPSR antag: -7.7%[46.1 µM]; aGal spleen mod: -4.0%

How did CCCCc1n(CC(=O)c2ccc(Cl)cc2)c2ccccc2[n+]1C do in these assays?
CBFb-RUNX1 inh: 1.3%; TRb-SRC2 inh: -1.4%; Tau fluor counter: -2.9%; Tau FP inhib: 5.2%; Epigenetic reg: -1.5%; TexasRed fluor: -0.5%; NPSR antag: 5.7%; aGal spleen mod: -5.0%

What do the screens show for `CS(=O)(=O)c1ccc(-c2nnc(NC(=O)c3ccc4c(c3)OCCO4)o2)cc1`?
TRb-SRC2 inh: -7.5%; Tau fluor counter: 4.1%; Tau FP inhib: -4.6%; Epigenetic reg: 0.8%; TexasRed fluor: -2.4%

(next part)
What do the screens show for `CC1CCCC(NC(=O)C2c3ccccc3C(=O)N2Cc2cccs2)C1C` (stereo not given)?
CBFb-RUNX1 inh: 5.0%; TRb-SRC2 inh: 8.8%; Tau fluor counter: -1.3%; Tau FP inhib: -1.6%; Epigenetic reg: 0.0%; TexasRed fluor: 1.1%; NPSR antag: -2.1%; aGal spleen mod: 4.6%

Results for CCOC(=O)c1sc(=S)n(CC)c1NC(=O)C1CC1 ?
CBFb-RUNX1 inh: -2.0%; TRb-SRC2 inh: -1.1%; Tau fluor counter: -4.3%; Tau FP inhib: -6.7%; Epigenetic reg: 1.0%; TexasRed fluor: -2.5%; NPSR antag: -3.4%[46.1 µM]; aGal spleen mod: 6.5%

What do the screens show for `CCOc1ccccc1NC(=O)N1CC(C)Oc2ccc(Cl)cc21` (stereo not given)?
TRb-SRC2 inh: -1.7%; Tau fluor counter: inconclusive; Tau FP inhib: 7.2%; Epigenetic reg: 3.7%; TexasRed fluor: 3.1%

What do the screens show for `Cc1ccccc1N(CC(=O)Nc1ccc(F)cc1)S(C)(=O)=O`?
CBFb-RUNX1 inh: -1.4%; TRb-SRC2 inh: 2.8%; Tau fluor counter: -0.3%; Tau FP inhib: 0.3%; Epigenetic reg: -1.6%; TexasRed fluor: -3.0%; NPSR antag: -3.2%[46.1 µM]; aGal spleen mod: 7.1%

What do the screens show for `O=C(O)c1ccccc1/C=N/N1CCN(C2c3ccccc3-c3ccccc32)CC1`?
CBFb-RUNX1 inh: -10.2%; TRb-SRC2 inh: -6.0%; Tau fluor counter: -4.1%; Tau FP inhib: -6.7%; Epigenetic reg: 3.0%; TexasRed fluor: -1.6%; NPSR antag: 33.6%; aGal spleen mod: -10.4%

How did COC(=O)CC1=C(C)C(=O)CC2C(C)(C)CCCC12C (stereo not given) do in these assays?
CBFb-RUNX1 inh: 4.4%; TRb-SRC2 inh: -0.2%; Tau fluor counter: -4.9%; Tau FP inhib: 1.0%; Epigenetic reg: -7.2%; TexasRed fluor: -2.9%; NPSR antag: -8.8%[46.1 µM]; aGal spleen mod: 3.7%

Results for CC(C)CC(=O)Nc1nnc(SCC(=O)Nc2ccc(F)cc2)s1 ?
CBFb-RUNX1 inh: 6.7%; TRb-SRC2 inh: -3.2%; Tau fluor counter: -16.6%; Tau FP inhib: inconclusive; Epigenetic reg: -0.6%; TexasRed fluor: -3.0%; NPSR antag: 0.8%; aGal spleen mod: -7.0%

Results for O=C1Nc2ccccc2Oc2cc([N+](=O)[O-])ccc21 ?
CBFb-RUNX1 inh: -14.6%; TRb-SRC2 inh: -4.2%; Tau fluor counter: -16.0%; Tau FP inhib: 6.9%; Epigenetic reg: 3.4%; TexasRed fluor: -3.5%; NPSR antag: -6.3%; aGal spleen mod: -4.9%

Results for Cc1cccc(C(=O)NNS(=O)(=O)c2ccccc2)c1O ?
CBFb-RUNX1 inh: 1.2%; TRb-SRC2 inh: -1.8%; Tau fluor counter: -17.5%; Tau FP inhib: inconclusive; Epigenetic reg: -1.0%; TexasRed fluor: -0.9%; NPSR antag: 8.8%; aGal spleen mod: -2.6%

How did CN1C(=O)c2cccc(NC(=O)Cc3ccccc3)c2C1=O do in these assays?
CBFb-RUNX1 inh: 1.2%; TRb-SRC2 inh: -11.4%; Tau fluor counter: -4.3%; Tau FP inhib: 2.4%; Epigenetic reg: 4.0%; TexasRed fluor: -1.2%; NPSR antag: -2.3%[46.1 µM]; aGal spleen mod: 4.2%

Results for Fc1ccc(N/N=C(/c2ccccc2)c2ccccn2)cc1 ?
CBFb-RUNX1 inh: -4.5%; TRb-SRC2 inh: 8.0%; Tau fluor counter: 7.8%; Tau FP inhib: 2.2%; Epigenetic reg: 0.0%; TexasRed fluor: 6.7%; NPSR antag: -7.6%[46.1 µM]; aGal spleen mod: 2.8%

Results for Cc1cc(NC(=O)C2Oc3ccccc3OC2C)no1 (stereo not given) ?
CBFb-RUNX1 inh: 0.9%; TRb-SRC2 inh: 1.3%; Tau fluor counter: 1.6%; Tau FP inhib: -1.5%; Epigenetic reg: 2.8%[10.1 µM]; TexasRed fluor: -1.4%; NPSR antag: 12.9%; aGal spleen mod: -1.8%

What do the screens show for `O=C1[C@@H]2[C@@H]3C[C@@H]([C@H]4ON=C(c5ccc(OCc6ccccc6)cc5)[C@@H]34)[C@@H]2C(=O)N1c1ccc2c(c1)OCO2`?
CBFb-RUNX1 inh: 1.6%; TRb-SRC2 inh: -1.3%; Tau fluor counter: -20.8%; Tau FP inhib: -4.7%; Epigenetic reg: 0.0%; TexasRed fluor: -37.2%; NPSR antag: -11.7%[46.1 µM]; aGal spleen mod: 1.4%

Results for O=c1cc(-c2ccc(O)cc2)oc2c(C3OCC(O)C(O)C3O)c(O)c(C3OC(CO)C(O)C(O)C3O)c(O)c12 (stereo not given) ?
CBFb-RUNX1 inh: -10.6%; TRb-SRC2 inh: 5.0%; Tau fluor counter: 4.2%; Tau FP inhib: 0.8%; Epigenetic reg: 0.0%; TexasRed fluor: -2.0%; NPSR antag: 8.8%; aGal spleen mod: -2.7%
